HT1080 IDH1KD tx = kills HT-1080 cells with IDH1 knockdown; HT-1080 IDH1 knockdown viability, ATP luminescence, 48 h; AID 686971; 360,000 tested, 2% active; Potency, µM (top dose mostly 46.1 µM), for inactives: at the highest dose activity, negative = toxicity, actives largely listed as cytotoxic;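 further: potency means the concentration at half of the fitted maximal effect; 0% = DMSO wells and -100% = cell-free medium wells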
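Knockdown cells (IDH1KD HT-1080) received compounds 2 h after plating at 750 cells/well and were kept 48 h at 37 °C in 5% FBS RPMI. A CellTiter-Glo luminescence read gave % activity for curve fitting.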
HEK293 tox = cytotoxicity counter-screen for GLP-1 receptor inverse agonists | Potency, µM (titrated, usually from 38.3 µM), for the others: top-dose activity change, negative = inhibition, hits mostly inhibitors | AID 624418 | HEK293 cAMP-luciferase reporter cells, luminescence, 24 h | 410,000 tested, 0.13% active;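 further: loss of luciferase light is scored as toxicity; potency means the concentration at half of the fitted maximal effect; on the % scale 0 is the no-effect control and ±100 the full control effect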
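Compound-treated cells are incubated 24 hr at 37 deg C under 5% CO2 after a 12 hour attachment period, then luciferase detection reagent is added and luminescence is measured following 12 min at room temperature; lowered signal indicates toxicity.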
KB-3-1 cytotox = KB-3-1 parental cell cytotoxicity | KB-3-1 viability, CellTiter-Glo ATP luminescence, 72 h | Potency, µM (doses to about 46.1 µM), for inactives: at the top dose activity change, negative = cytotoxic, actives largely listed as cytotoxic | 400,000 tested, 1.4% active; further: potency means the concentration at half of the fitted maximal effect; on the % scale 0 is the no-effect control and ±100 the full control effect; nearly all actives have a fitted effect of over 60% in size
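Screening of KB-3-1 cells (DMEM, 10% FBS, phenol-red free) ran from lowest to highest compound concentration; after 72 h at 37 °C viability was read luminescently and curves fitted.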
MCF10A rereplic = DNA re-replication induction in MCF 10a cells; MCF 10A DNA re-replication, Hoechst nuclear intensity, 48 h; Potency, µM (titrated, usually from 46.1 µM), without a hit: top-dose activity, positive = re-replication, actives largely listed as activators; 350,000 tested, 2.9% active; AID 624296; further: potency means the concentration at half of the fitted maximal effect; % of control where 0% means no effect; nearly all actives have a fitted effect of over 50% in size
SW480 rereplic = induces DNA re-replication in SW480 colon adenocarcinoma cells | SW480 DNA re-replication, Hoechst DNA content imaging, 48 h | Potency, µM (titrated, usually from 46.1 µM), for the others: at the highest dose re-replication activation, usual class: activators | 340,000 tested, 1.8% active | AID 624297; further: potency means the concentration at half of the fitted maximal effect; % of control where 0% means no effect; nearly all actives have a fitted effect of over 55% in size
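Cells (250 per well) received 23 nL compound or DMSO by pin tool and were kept 48 hr at 37 C, 5% CO2. Nuclei were then stained with Hoechst for 40 min and scanned for DNA content.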
DRD3 agonist = agonists of human D3 dopamine receptor | P35462 | D3R DiscoveRx beta-arrestin cells, luminescence, 90 min | max activation, % | 410,000 tested, 0.58% active | AID 652048; in the data active means max activation above about 30%; further: 0% is about no effect; mostly tested at two doses, the higher about 12 µM
Target sequence (P35462 whole entry, looked up): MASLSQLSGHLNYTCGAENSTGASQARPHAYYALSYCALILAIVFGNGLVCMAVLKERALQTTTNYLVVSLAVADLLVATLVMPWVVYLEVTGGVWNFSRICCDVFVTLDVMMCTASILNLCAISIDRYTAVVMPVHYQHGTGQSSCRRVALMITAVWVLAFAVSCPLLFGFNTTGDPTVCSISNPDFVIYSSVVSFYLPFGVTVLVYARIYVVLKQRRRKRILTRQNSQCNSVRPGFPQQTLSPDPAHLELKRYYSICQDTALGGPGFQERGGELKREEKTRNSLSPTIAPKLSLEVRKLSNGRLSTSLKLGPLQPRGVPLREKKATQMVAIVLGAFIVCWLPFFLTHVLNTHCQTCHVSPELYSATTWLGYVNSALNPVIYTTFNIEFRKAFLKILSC
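Agonist-mode cell screen: cells plated at 1500/well and incubated overnight at 37 °C, then exposed to library compounds for 90 min at 37 °C. Detection reagent was added for 30–60 min at room temperature, and luminescence was read.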
HT1080-NT tox = kills 2HG-producing HT-1080-NT fibrosarcoma cells. 360,000 tested, 1.6% active. HT-1080-NT fibrosarcoma viability, CellTiter-Glo ATP luminescence, 48 h. Potency, µM (doses to about 46.1 µM), for the others: at the top dose activity, negative = less viability, hits mostly cytotoxic;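 further: NT is the 2HG producing partner of a matched IDH1 knockdown line; potency means the concentration at half of the fitted maximal effect; 0% = DMSO-treated cells and -100% = media-only wells without cells; nearly all actives have a fitted effect of over 55% in size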
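Toxicity toward the 2HG-producing NT line was scored as %Activity, normalised to DMSO and no-cell wells, from CellTiter-Glo luminescence after 48 hours' treatment.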
IL1B secr inh = blocks inflammasome-driven IL-1 beta release | THP-1 LPS/ATP IL-1B secretion, AlphaLISA, 16 h; active compounds read low | activity change, % at 57.5 µM | 360,000 tested, 4.7% active | AID 743279; in the data active means activity change below about -50%; inconclusive means mostly about -30% to -49%; further: on the % scale 0 is the no-effect control and ±100 the full control effect
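Secreted IL-1B measured by AlphaLISA bead assay after 16 h compound exposure of THP-1 cells; compounds (final up to 57.5 uM) added 1 h before LPS (250 ng/mL) and ATP (1.25 mM) stimulation; lower signal means less secretion.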
KB-V1 MDR tox = kills drug-selected multidrug resistant KB-V1 cells; 400,000 tested, 3.4% active; KB-V1 MDR cells viability, CellTiter-Glo, 72 h; AID 1347076; Potency, µM (titrated, usually from 46.1 µM), for the others: at the highest dose activity change, negative = cytotoxicity, actives largely listed as cytotoxic; further: potency means the concentration at half of the fitted maximal effect; on the % scale 0 is the no-effect control and ±100 the full control effect; nearly all actives have a fitted effect of over 60% in size
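Cells of the MDR subline KB-V1 are plated, dosed with compound at multiple concentrations, and incubated 72 h at 37 degrees C; CellTiter-Glo is then added and luminescence read after 10 min.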
* hit, by the source's call; u = inconclusive; x = not tested or not shown; & = joins results of further samples; [ ] = dose if it differs, or a comment. Unless noted, the call rests on the fitted dose curve; in most records, active means well fitted curve in the direction sought with a large enough effect; inconclusive means small, poorly fitted or top-dose-only effect, or another doubt; inactive means no such curve, though single readings can be large; an effect the other way counts as inactive or inconclusive.

SMILES	HT1080 IDH1KD tx	HEK293 tox	KB-3-1 cytotox	MCF10A rereplic	SW480 rereplic	DRD3 agonist	HT1080-NT tox	IL1B secr inh	KB-V1 MDR tox
CC(=O)Nc1ccc(Oc2cncc(Cl)c2)nc1	7%	-8%	-7%	1%	8%	-2	1%	-26	-3%
CCC(=O)N1CCc2cc(Br)cc(S(=O)(=O)N3CCCC(C(=O)Nc4ccc(OC)cc4OC)C3)c21 (configuration not stated)	x	-8%	-11%	x	x	-13	x	x	-11%
O=C(Nc1cccc(C(F)(F)F)c1)Oc1ccccc1N1CCOCC1	0%	-20%	-3%	8%	-4%	5	-13%	1	-2%
N#CN(CC(N)=O)c1nc(N2CCCCC2)nc(N2CCCCC2)n1	u	2%	9%	16%	1%	1	u	14	u
Cc1cccc(N=C2NN=C(c3ccccc3F)CS2)c1C	0%	0%	-17%	9%	23%	7	5%	-4	-9%
CCSC1=C(C#N)C(c2ccccc2C)CC(=O)N1 (configuration not stated)	-3%	-8%	-7%	5%	-10%	-11	-5%	7	-3%
CN(C)C(=O)Cn1c(SCC(=O)N2CCCc3ccccc32)nc2ccccc21	-7%[9.24 µM]	0%	3%	-2%	0%	-15	-18%	-3	-20%
O=C(c1cn(CC(=O)N2CCCCC2)c2ccccc12)C1CC1	-7%	-8%	-7%	-3%	-3%	3	-11%	7	-13%
Cc1ccc(S(=O)(=O)N2CCCC2C(=O)NCc2ccccc2Cl)cc1 (configuration not stated)	9%	-3%	-14%	4%	0%	4	5%	-5	-7%
CNC(=S)NNC(=O)c1ccccc1Br	15%	3%	-2%	-4%	5%	-31	15%	10	u
O=C(Cn1c(=O)oc2cc(S(=O)(=O)N3CCCCC3)ccc21)N1CCCCC1	6%	6%	0%	-5%	-4%	6	4%	16	11%
O=c1[nH]cc(COCc2ccccc2)c(=O)[nH]1	-1%	3%	0%	-19%	-3%	11	1%	-6	u
CNCc1c(OCc2ccccc2)ccc2ccccc12	u	-22%	-27%	-13%	1%	-21	-16%	-86*	-13%
Nc1nonc1-n1nnc(C(=O)N/N=C/c2ccc(F)cc2)c1-c1ccc2c(c1)OCO2	u	-6%	4%	-1%	1%	-2	u	9	15%
CCCCn1c(/N=C/c2ccc3c(c2)OCO3)nc2ccccc21	-6%	0%	-5%	-3%	-7%	6	5%	5	-8%
O=C(CN1CCC(C(=O)c2ccc(F)cc2)CC1)Nc1ccccc1Cl	-12%	-5%	2%	u	28%	-23	-1%	-9	u
O=C(Oc1ccccc1N1C(=O)C2CCCCC2C1=O)c1ccccc1 (configuration not stated)	u	5%	12%	-3%	-4%	-4	-3%	18	-19%
O=C(Nc1ccc(S(=O)(=O)N2CCOCC2)cc1)c1cccc([N+](=O)[O-])c1	-9%	17%	-5%	-3%	-2%	-3	-11%	-4	4%
CSc1ccccc1NC(=O)c1cc(C(C)C)on1	4%	-3%	9%	0%	-3%	7	3%	22	-4%
CCOC(=O)C1=C(C)NC(SCc2cc(=O)[nH][nH]2)=C(C#N)C1c1cccs1 (configuration not stated)	12%	11%	-11%	1%	-7%	-10	5%	16	13%
CC(C)C(OC(=O)c1cccs1)C(=O)NCc1ccc(F)cc1 (configuration not stated)	13%	9%	-6%	0%	6%	1	0%	-12	-3%
CC(=O)c1cccc(NC(=O)N2CCOCC2)c1	14%	-12%	16%	-3%	1%	13	26%	9	33%
Cc1cccc(C2NC(=O)c3c(sc4c3CCN(C)C4)N2)c1O (configuration not stated)	x	39%[activator]	2%	x	x	-2	x	x	-12%
Cc1nc2c3cc(F)ccc3n(Cc3ccccc3F)c2s1	18µM*	u	u	105%	u	-5	21µM*	8	u
COc1ccccc1CN(C)C(=O)c1cccc(S(=O)(=O)N2CCc3ccccc3C2)c1	3%	-3%	18%	5%	13%	4	4%	u	-10%
CC1(C)Cc2c(c(-c3ccccc3)nc(N3CCOCC3)c2C(N)=O)CO1	0%	0%	-19%	-20%	2%	5	5%	4	3%
CCCCN(C)CCNC(=O)C(NC(=O)C1CCC(C)CC1)C(C)C (configuration not stated)	2%	-3%	-6%	0%	2%	-2	u	-14	-14%
NC(=O)C1CCN(C(=O)CN(c2ccc3c(c2)OCCO3)S(=O)(=O)c2ccccc2)CC1	-5%	-3%	-15%	0%	-4%	2	-5%	-9	6%
O=C(NNc1cccc(Cl)n1)C1CC1	8%	2%	1%	2%	0%	0	17%	2	u
COc1cc(C(=O)NC(C)c2ccc(-n3ccnc3)cc2)cc(OC)c1C (configuration not stated)	-4%	1%	0%	u	2%	-17	-3%	u	-2%
CN(C)/C=C(\C=O)c1c(Cl)cccc1Cl	-5%	3%	-8%	7%	-9%	0	1%	-13	-1%
COc1ccc(CNC(=O)C2CCCN(C(=O)N3CCOc4ccccc43)C2)cc1 (configuration not stated)	x	3%	0%	x	x	0	x	x	-13%
Cc1ccc(NC(=O)/C=C/c2ccco2)cc1S(=O)(=O)N1CCCCCC1	-29%	-19%	u	u	-6%	-1	-19%	-19	-2%
COc1ccc(NC(=S)Nc2ccc(Oc3ccccc3)cc2)cc1	-8%	16%	-12%	17%	3%	4	-6%	-23	-1%
COc1ccc(-n2nc(C(=O)NCc3ccco3)c3c4ccccc4n(C)c3c2=O)cc1	-5%	1%	-3%	2%&3%	-61%[inhibitor]	2	-25%	28	16%
Cn1c(SCC(=O)c2ccccc2)ncc(C(=O)Nc2ccc(F)cc2)c1=O	-1%	5%	-5%	3%	4%	-2	-5%	-3	8%
CC(=O)Nc1ccccc1-c1nc2ccccc2n(CC(=O)Nc2ccc(C)c(Cl)c2)c1=O	x	4%	-7%	x	x	-16	x	x	-3%
O=C(CSc1nnc(-c2ccncc2)o1)c1ccc2c(c1)OCCO2	6%	-13%	u	7%	-9%	18	23%	6	-23%
O=C(N/N=C/c1cc(Cl)cc([N+](=O)[O-])c1O)c1ccccc1NS(=O)(=O)c1cccs1	14%	-5%	-18%	-3%	-11%	-13	14%	59	-5%
CCCSCCCNC(=O)CN1C(=O)COc2ccc(S(=O)(=O)N3CCCCCC3)cc21	x	-7%	-10%	x	x	-5	x	x	1%
O=C(O)c1cc(-c2ccc3ccccc3c2)nc2ccc(F)cc12	u	-3%	u	u	-7%	1	-24%	13	0%
CC(C)(C)N(Cc1ccccc1)C(=O)COC(=O)CNS(=O)(=O)c1ccc2ccccc2c1	0%	-4%	4%	-1%	-20%	-15	3%	22	27%
CCCNC(=O)CCc1c(C)nc2nc(CNC(=O)c3ccccc3)nn2c1C	x	3%	0%	x	x	4	x	x	0%
Fc1ccc(COc2ccc(-c3nnco3)cc2)cc1	5%	12%	2%	u	u	-13	3%	x	-17%
O=C(Nc1ccc(Cl)cc1)OCc1cn(-c2ccccc2)nn1	12%	-4%	2%	-4%	u	7	13%	0	11%
O=C(N/N=C1\CC(c2ccccc2)Oc2ccccc21)c1ccc(O)cc1 (configuration not stated)	-9%	-25%	-1%	u	5%	3	-14%	-22	1%
CCOC(=O)c1[nH]c2ccc(Cl)cc2c1NC(=O)/C=C/c1ccc2c(c1)OCO2	0%	-1%	-6%	u	u	5	-11%	44	-1%
CCC(=O)Nc1ccc2c(c1)OC[C@@H](C)N(C(=O)c1ccccn1)C[C@@H](C)[C@@H](OC)CN(C)C2=O	26%	-10%	7%	x	x	1	20%	-13	9%
O=c1c(Br)c(Br)cnn1-c1ccccc1	4.1µM*	u	u	u	-8%	-11	2.9µM*	-106*	u
Cc1ccc2c(CC(=O)OC(C)C(=O)Nc3ncc(Cl)cc3Cl)coc2c1 (configuration not stated)	8%	4%	0%	1%	-1%	-10	0%	23	-2%

Random excerpt: four compounds from above.
SMILES	HT1080 IDH1KD tx	HEK293 tox	KB-3-1 cytotox	MCF10A rereplic	SW480 rereplic	DRD3 agonist	HT1080-NT tox	IL1B secr inh	KB-V1 MDR tox
Cc1ccc2c(CC(=O)OC(C)C(=O)Nc3ncc(Cl)cc3Cl)coc2c1 (configuration not stated)	8%	4%	0%	1%	-1%	-10	0%	23	-2%
CCCNC(=O)CCc1c(C)nc2nc(CNC(=O)c3ccccc3)nn2c1C	x	3%	0%	x	x	4	x	x	0%
O=C(Nc1ccc(Cl)cc1)OCc1cn(-c2ccccc2)nn1	12%	-4%	2%	-4%	u	7	13%	0	11%
O=C(O)c1cc(-c2ccc3ccccc3c2)nc2ccc(F)cc12	u	-3%	u	u	-7%	1	-24%	13	0%

(further entries)
SMILES	HT1080 IDH1KD tx	HEK293 tox	KB-3-1 cytotox	MCF10A rereplic	SW480 rereplic	DRD3 agonist	HT1080-NT tox	IL1B secr inh	KB-V1 MDR tox
COc1cccc(-c2nn(-c3ccccc3)cc2C(=O)OCC(=O)Nc2ncc(Cl)cc2Cl)c1	-2%	-6%	u	15%	-3%	5	-15%	-4	u
COc1ccc(C(=O)Cn2c(N3CCCCC3)nc3c2c(=O)n(C)c(=O)n3C)cc1OC	6%	-3%	25%	7%	-10%	4	10%	12	-16%
CC(=O)Nc1ccc(NC(=O)c2cc(-c3cccs3)on2)cc1	x	-5%	3%	x	x	-8	x	x	14%
CC1CCN(S(=O)(=O)c2ccc3c(c2)N(CC(=O)NCCCN(Cc2ccccc2)C(C)C)C(=O)CO3)CC1	-14%	-13%	1%	-6%	u	-7	-23%	u	8%
CCc1ccc(NS(=O)(=O)c2cc(Br)cc3c2N(C(C)=O)CC3)cc1	x	3%	-10%	x	x	4	x	x	17%
O=C(NCc1cnn(-c2ccccc2)c1)C1CCC(=O)N(C2CC2)C1 (configuration not stated)	-1%	0%	-4%	11%	-2%	6	10%	74	-1%
